Screens from PubChem.
Cdc42 wt: modulators (inhibitors or activators) of GTP binding to human Cdc42 wildtype; P60953; GST-Cdc42 beads, Bodipy-GTP binding, flow cytometry; actives lie on both sides; percent activity (GTP binding), % at 10 µM; 0.2% of 190,000 active;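 active means percent activity GTP binding at least 20 points away from the 100% baseline, either down as inhibitor or up as activator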;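 further: median bead fluorescence of bound Bodipy-FL-GTP at 100 nM; 0% = excess unlabeled GTP control and 100% = no compound control; below 100% means less GTP binding so inhibitor and above means activator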
Target sequence (P60953 whole entry, looked up): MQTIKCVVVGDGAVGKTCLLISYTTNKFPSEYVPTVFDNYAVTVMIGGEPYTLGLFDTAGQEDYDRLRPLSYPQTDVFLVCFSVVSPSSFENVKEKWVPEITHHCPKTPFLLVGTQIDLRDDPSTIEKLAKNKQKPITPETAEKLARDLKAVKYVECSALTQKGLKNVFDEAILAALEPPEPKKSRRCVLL
ABCB1 inh: human ABCB1 inhibition, ABCG2 as counter-screen; 0.067% of 190,000 active; inhibition, % at 6.6 µM; CCRF-Adr cells, JC-1 efflux, flow cytometry; in the data active means inhibition above about 40%;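 further: 0% = vehicle and 100% = reference inhibitor; higher value means more JC-1 retained so stronger ABCB1 efflux block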
Rac1 wt GTP bind: alters GTP binding to wildtype human Rac1. GTP binding activity (% of control), % at 10 µM. AID 757. P63000. 0.27% of 190,000 active. GST-Rac1 beads, fluorescent GTP binding, flow cytometry; actives lie on both sides; 0 = cold GTP competed, 100 = untreated;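 active means GTP binding activity at least 20 points away from the 100% control level, either lower or higher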
Rac1 act GTP bind: human Rac1 activated mutant GTP binding change; 0.11% of 190,000 active; GST-Rac1 activated beads, fluorescent GTP binding, flow cytometry; actives lie on both sides; 100% means binding = to untreated wells; AID 764; percent activity (GTP binding), % at 10 µM; P63000;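 active means GTP binding at least 20 percentage points away from the 100% baseline, in either direction, so actives lie on both sides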
Avidin fluor: avidin bead compound fluorescence profile | Avidin beads, compound fluorescence 488/530 nm, flow cytometry; active compounds read high | fluorescence (KMESF) at 10 µM | 0.38% of 220,000 active | AID 1775; in the data active means fluorescence above about 47; further: inactives centre near 10
Mcl1 Noxa PPI: disrupts binding of human Mcl-1 to Noxa peptide; Q07820; TR-FRET Mcl-1/Noxa peptide binding, 2 h; inhibition, % at 21.7 µM; 1.5% of 220,000 active; AID 1022;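 active means compounds that cut the protein-peptide binding signal by more than 50% relative to plate controls in a single-dose test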;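 further: His-tagged Mcl-1 with rhodamine Noxa BH3 peptide and terbium anti-His antibody; 0% = Mcl-1 plus Noxa peptide wells and 100% = peptide-only wells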
Pf gamet viab: P. falciparum stage V gametocyte viability inhibition | P. falciparum stage V gametocytes, ATP luminescence, 24 h | inhibition, % at 10.9 µM | 0.065% of 150,000 active | AID 743093;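 active means inhibition above the mean plus 3 SD of compounds within the control limits, set per campaign, cut at about 38% in these data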;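 further: 0% = DMSO wells and 100% = medium only without gametocytes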
Rab2 wt GTP: changes GTP binding to wildtype dog Rab2A, up or down | GST-Rab2 wt beads, Bodipy-GTP binding, flow cytometry | GTP binding activity, % at 10 µM | 0.19% of 190,000 active | AID 760 | P61105;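 active means GTP binding activity at least 20 points away from 100%, either lowered or raised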;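 further: 0% = beads with excess unlabeled GTP and 100% = no-compound control corrected for plate trend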
HRas wt GTP: changes GTP binding to wildtype human HRas; P01112; GST-Ras wt beads, Bodipy-FL-GTP binding, flow cytometry; actives lie on both sides; GTP binding activity, % at 10 µM; 0.14% of 190,000 active;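 active means GTP binding activity at least 20% away from the 100% baseline, either lowered as inhibitor or raised as activator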;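 further: 0% = unlabeled GTP competition control and 100% = no-compound control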
Target sequence (P01112 whole entry, looked up): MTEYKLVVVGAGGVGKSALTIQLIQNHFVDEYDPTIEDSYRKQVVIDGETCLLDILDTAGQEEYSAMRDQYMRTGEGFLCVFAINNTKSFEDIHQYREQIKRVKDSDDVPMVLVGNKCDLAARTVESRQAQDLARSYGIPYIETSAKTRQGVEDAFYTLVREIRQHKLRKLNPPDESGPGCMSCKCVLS
Rab7 wt GTP bind: dog Rab7 wildtype GTP binding, inhibitors and activators | GST-Rab7 beads, fluorescent GTP binding, flow cytometry; actives lie on both sides; untreated = 100%, excess cold GTP = 0% | GTP binding activity (percent of control), % at 10 µM | 0.055% of 190,000 active | AID 758;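 active means fluorescent GTP binding to Rab7 beads changed by at least 20 points from the 100% baseline, either direction, mostly lower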;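 further: median green fluorescence of bound Bodipy-FL-GTP per Rab7 bead population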
ABCG2 block: inhibitors of human ABCG2 transporter, ABCB1 counter-screen; IgMXP3 cells, JC-1 efflux, flow cytometry; inhibition, % at 6.6 µM; 0.1% of 190,000 active; Q9UNQ0;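 active means inhibition above 80%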;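 further: 0% = DMSO and 100% = nicardipine control wells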
Target sequence (Q9UNQ0 whole entry, looked up): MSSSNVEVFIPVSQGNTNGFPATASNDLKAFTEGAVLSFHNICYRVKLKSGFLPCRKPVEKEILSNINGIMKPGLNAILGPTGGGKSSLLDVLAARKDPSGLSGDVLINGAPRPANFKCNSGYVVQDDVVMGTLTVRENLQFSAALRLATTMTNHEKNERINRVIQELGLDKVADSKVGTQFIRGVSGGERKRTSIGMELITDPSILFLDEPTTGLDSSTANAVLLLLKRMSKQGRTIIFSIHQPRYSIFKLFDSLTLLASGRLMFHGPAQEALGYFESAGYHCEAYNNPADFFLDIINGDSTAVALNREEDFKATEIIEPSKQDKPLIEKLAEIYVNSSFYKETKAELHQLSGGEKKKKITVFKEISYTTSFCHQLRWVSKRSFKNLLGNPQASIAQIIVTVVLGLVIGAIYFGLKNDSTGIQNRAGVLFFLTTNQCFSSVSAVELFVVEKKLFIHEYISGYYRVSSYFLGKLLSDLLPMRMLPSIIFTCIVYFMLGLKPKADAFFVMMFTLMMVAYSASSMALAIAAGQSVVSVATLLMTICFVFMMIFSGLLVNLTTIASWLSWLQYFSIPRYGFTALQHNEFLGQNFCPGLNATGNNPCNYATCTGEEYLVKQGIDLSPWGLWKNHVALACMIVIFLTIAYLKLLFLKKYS
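Assay system – ABCG2 IgMXP3 and barcoded ABCB1 CCRF-Adr cell mix · Input – 3 million cells/mL in well · Reagent – JC-1 fluorescent substrate · Compound – single test compound dose, 6.6 µM final · Timing – 10 min exposure at 25 °C with rotation, no wash · Detection – flow cytometry of retained JC-1 fluorescence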
Numbers without * were called inactive.

`COc1ccc(NC(=O)CCSc2ccc(F)cc2)cc1` gave Cdc42 wt 97, ABCB1 inh 0.5, Rac1 wt GTP bind 97, Rac1 act GTP bind 100, Avidin fluor 4, Mcl1 Noxa PPI 2, Pf gamet viab 7, Rab2 wt GTP 97, HRas wt GTP 97, Rab7 wt GTP bind 95 and ABCG2 block 20.
For CCN(c1ccccc1)S(=O)(=O)c1ccc(OC)c(NC(=O)CNC)c1 the results were Cdc42 wt 95, ABCB1 inh -0.3, Rac1 wt GTP bind 92, Rac1 act GTP bind 93, Avidin fluor 9, Mcl1 Noxa PPI 24, Rab2 wt GTP 97, HRas wt GTP 93, Rab7 wt GTP bind 94 and ABCG2 block -2.
For COc1ccc(S(N)(=O)=O)cc1C(N)=O the results were Cdc42 wt 98, ABCB1 inh 0.2, Rac1 wt GTP bind 96, Rac1 act GTP bind 99, Avidin fluor 9, Mcl1 Noxa PPI 1, Pf gamet viab -19, Rab2 wt GTP 98, HRas wt GTP 98, Rab7 wt GTP bind 97 and ABCG2 block 1.
`COC(CNC(=O)[C@H](CSCc1ccccc1)N1Cc2ccccc2C1=O)OC` gave Cdc42 wt 104, ABCB1 inh 2.0, Rac1 wt GTP bind 100, Rac1 act GTP bind 98, Avidin fluor 16, Mcl1 Noxa PPI -1, Rab2 wt GTP 102, HRas wt GTP 99, Rab7 wt GTP bind 99 and ABCG2 block 1.
For NS(=O)(=O)c1ccc(CNC(=O)/C=C/c2ccccc2)cc1 the results were Cdc42 wt 99, ABCB1 inh 0.0, Rac1 wt GTP bind 97, Rac1 act GTP bind 97, Avidin fluor 4, Mcl1 Noxa PPI -2, Pf gamet viab 3, Rab2 wt GTP 95, HRas wt GTP 99, Rab7 wt GTP bind 99 and ABCG2 block 0.
For CCOC(=O)C1(CCOC)CCN(Cc2ccncc2)CC1 the results were Cdc42 wt 99, ABCB1 inh 1.6, Rac1 wt GTP bind 98, Rac1 act GTP bind 96, Avidin fluor 3, Mcl1 Noxa PPI 11, Pf gamet viab -7, Rab2 wt GTP 101, HRas wt GTP 99, Rab7 wt GTP bind 106 and ABCG2 block 3.
`S=C(NC1CCCCC1)N1CCN(c2ncccn2)CC1` gave Cdc42 wt 99, ABCB1 inh 0.0, Rac1 wt GTP bind 100, Rac1 act GTP bind 94, Avidin fluor 6, Mcl1 Noxa PPI -9, Pf gamet viab -7, Rab2 wt GTP 98, HRas wt GTP 99, Rab7 wt GTP bind 109 and ABCG2 block 4.
Screening Cc1ccc(-c2nnc(SCC(=O)NC3CCCc4ccccc43)n2N)cc1 (stereo not given) returned Cdc42 wt 96, ABCB1 inh 0.4, Rac1 wt GTP bind 101, Rac1 act GTP bind 101, Avidin fluor 10, Mcl1 Noxa PPI 6, Pf gamet viab -9, Rab2 wt GTP 100, HRas wt GTP 99, Rab7 wt GTP bind 99 and ABCG2 block 5.
Screening CCc1ccc2nc(NC(=O)c3cc(C)on3)sc2c1 returned Cdc42 wt 103, ABCB1 inh 0.4, Rac1 wt GTP bind 99, Rac1 act GTP bind 99, Avidin fluor 11, Mcl1 Noxa PPI 3, Pf gamet viab 25, Rab2 wt GTP 103, HRas wt GTP 103, Rab7 wt GTP bind 98 and ABCG2 block 2.
For O=C(Nc1ccc(OCC(=O)N2CCN(S(=O)(=O)c3ccccc3)CC2)cc1)c1ccco1 the results were Cdc42 wt 104, ABCB1 inh 0.2, Rac1 wt GTP bind 103, Rac1 act GTP bind 99, Avidin fluor 12, Mcl1 Noxa PPI 18, Rab2 wt GTP 103, HRas wt GTP 105, Rab7 wt GTP bind 101 and ABCG2 block 2.
Screening Cc1ccccc1NC(=S)NC(NC(=O)C(C)(C)C)C(Cl)(Cl)Cl (stereo not given) returned Cdc42 wt 101, ABCB1 inh 2.4, Rac1 wt GTP bind 104, Rac1 act GTP bind 98, Avidin fluor 13, Mcl1 Noxa PPI 14, Rab2 wt GTP 102, HRas wt GTP 101, Rab7 wt GTP bind 102 and ABCG2 block 11.
`COc1ccc2oc(-c3ccc(C)c(NC(=O)c4ccc(N5CCOCC5)c([N+](=O)[O-])c4)c3)nc2c1` gave Cdc42 wt 108, ABCB1 inh 3.9, Rac1 wt GTP bind 106, Rac1 act GTP bind 103, Avidin fluor 6, Mcl1 Noxa PPI 42, Pf gamet viab -12, Rab2 wt GTP 104, HRas wt GTP 106, Rab7 wt GTP bind 99 and ABCG2 block 9.
For CCN(CC)S(=O)(=O)c1ccc(Cl)c(NC(C)=O)c1 the results were Cdc42 wt 99, ABCB1 inh 0.0, Rac1 wt GTP bind 103, Rac1 act GTP bind 95, Avidin fluor 5, Mcl1 Noxa PPI 14, Pf gamet viab 25, Rab2 wt GTP 101, HRas wt GTP 100, Rab7 wt GTP bind 104 and ABCG2 block 0.
COc1ccc(NC(=O)COC(=O)Cn2c(C)nc3ccccc32)cc1OC was read as Cdc42 wt 103, ABCB1 inh 0.2, Rac1 wt GTP bind 102, Rac1 act GTP bind 100, Avidin fluor 7, Mcl1 Noxa PPI 4, Pf gamet viab -17, Rab2 wt GTP 102, HRas wt GTP 100, Rab7 wt GTP bind 93 and ABCG2 block 1.
Screening O=C(NC(=S)N1CCN(c2ccc(C(F)(F)F)cc2[N+](=O)[O-])CC1)c1cccs1 returned Cdc42 wt 104, ABCB1 inh 0.3, Rac1 wt GTP bind 102, Rac1 act GTP bind 96, Avidin fluor 12, Mcl1 Noxa PPI -36, Pf gamet viab 12, Rab2 wt GTP 98, HRas wt GTP 98, Rab7 wt GTP bind 98 and ABCG2 block 13.
`COC(=O)C1C(=O)/C(=C/N(C)C)C(=O)CC1(C)C` (stereo not given) gave Cdc42 wt 101, ABCB1 inh -0.8, Rac1 wt GTP bind 104, Rac1 act GTP bind 97, Avidin fluor 8, Mcl1 Noxa PPI 0, Pf gamet viab -10, Rab2 wt GTP 101, HRas wt GTP 101, Rab7 wt GTP bind 106 and ABCG2 block -3.
Screening CCOC(=O)C1(Cc2ccccc2C)CCCN(C(=O)c2cc(CC)nn2C)C1 (stereo not given) returned Cdc42 wt 99, ABCB1 inh 1.6, Rac1 wt GTP bind 100, Rac1 act GTP bind 94, Avidin fluor 12, Mcl1 Noxa PPI 10, Pf gamet viab 1, Rab2 wt GTP 98, HRas wt GTP 101, Rab7 wt GTP bind 104 and ABCG2 block 4.
For CSc1ccc(C(=O)C2CCCN(C(=O)c3nn(C)c(=O)c4ccccc34)C2)cc1 (stereo not given) the results were Cdc42 wt 94, ABCB1 inh 4.0, Rac1 wt GTP bind 95, Rac1 act GTP bind 93, Avidin fluor 10, Mcl1 Noxa PPI 9, Pf gamet viab 13, Rab2 wt GTP 98, HRas wt GTP 97, Rab7 wt GTP bind 102 and ABCG2 block 11.
CC(C(=O)Nc1ccccc1C(=O)N1CCCC1)n1nnc2ccccc21 (stereo not given) was read as Cdc42 wt 96, ABCB1 inh 1.1, Rac1 wt GTP bind 98, Rac1 act GTP bind 95, Avidin fluor 7, Mcl1 Noxa PPI 29, Pf gamet viab 14, Rab2 wt GTP 97, HRas wt GTP 98, Rab7 wt GTP bind 99 and ABCG2 block 3.
Cc1ccc(N2C(=O)N(CC(=O)N(C)Cc3ccccc3)C(=O)C2C)cc1 (stereo not given) was read as Cdc42 wt 104, ABCB1 inh 0.2, Rac1 wt GTP bind 109, Rac1 act GTP bind 98, Avidin fluor 17, Mcl1 Noxa PPI -10, Pf gamet viab 8, Rab2 wt GTP 102, HRas wt GTP 104, Rab7 wt GTP bind 99 and ABCG2 block 3.
`COc1cccc(Cn2c(Oc3ccccc3)nc3c2c(=O)n(C)c(=O)n3C)c1` gave Cdc42 wt 93, ABCB1 inh 2.5, Rac1 wt GTP bind 92, Rac1 act GTP bind 92, Avidin fluor 1, Mcl1 Noxa PPI 0, Rab2 wt GTP 92, HRas wt GTP 93, Rab7 wt GTP bind 93 and ABCG2 block 11.
Screening C=CCn1c(SCC(=O)CC(=O)OCC)nc2cc(C(=O)N3CCC(C(N)=O)CC3)ccc2c1=O returned Cdc42 wt 97, ABCB1 inh 0.5, Rac1 wt GTP bind 97, Rac1 act GTP bind 98, Avidin fluor 14, Mcl1 Noxa PPI -6, Pf gamet viab -5, Rab2 wt GTP 99, HRas wt GTP 96, Rab7 wt GTP bind 96 and ABCG2 block 2.
For COC(=O)CCc1n[nH]c(=O)[nH]c1=O the results were Cdc42 wt 99, ABCB1 inh 0.3, Rac1 wt GTP bind 104, Rac1 act GTP bind 98, Avidin fluor 5, Mcl1 Noxa PPI -5, Rab2 wt GTP 99, HRas wt GTP 100, Rab7 wt GTP bind 98 and ABCG2 block 2.
Screening O=C(CCl)Nc1cccc(S(=O)(=O)N2CCCCCC2)c1 returned Cdc42 wt 98, ABCB1 inh -0.3, Rac1 wt GTP bind 103, Rac1 act GTP bind 99, Avidin fluor 6, Mcl1 Noxa PPI -5, Rab2 wt GTP 98, HRas wt GTP 100, Rab7 wt GTP bind 98 and ABCG2 block -1.
For Cc1csc(SC(C)C(=O)NCc2ccc3c(c2)OCO3)n1 (stereo not given) the results were Cdc42 wt 98, ABCB1 inh -2.0, Rac1 wt GTP bind 98, Rac1 act GTP bind 96, Avidin fluor 10, Mcl1 Noxa PPI 7, Pf gamet viab 0, Rab2 wt GTP 101, HRas wt GTP 101, Rab7 wt GTP bind 106 and ABCG2 block -5.
`CCOc1ccc(CN2CCCN(C)CC2)cc1` gave Cdc42 wt 104, ABCB1 inh -0.5, Rac1 wt GTP bind 106, Rac1 act GTP bind 102, Avidin fluor 8, Mcl1 Noxa PPI 3, Pf gamet viab 2, Rab2 wt GTP 101, HRas wt GTP 101, Rab7 wt GTP bind 97 and ABCG2 block -1.
For CCOc1ccc(/C=N/n2c(SC)nnc2-c2ccccc2)cc1OCC the results were Cdc42 wt 99, ABCB1 inh 1.0, Rac1 wt GTP bind 99, Rac1 act GTP bind 95, Avidin fluor 11, Mcl1 Noxa PPI 3, Rab2 wt GTP 96, HRas wt GTP 100, Rab7 wt GTP bind 99 and ABCG2 block 2.
`CCOC(=O)C1(CCOc2ccccc2)CCN(Cc2cc(OC)c3c(c2)OCO3)CC1` gave Cdc42 wt 100, ABCB1 inh 11, Rac1 wt GTP bind 100, Rac1 act GTP bind 97, Avidin fluor 2, Mcl1 Noxa PPI 18, Pf gamet viab -6, Rab2 wt GTP 100, HRas wt GTP 99, Rab7 wt GTP bind 104 and ABCG2 block 7.
Screening COc1ccc(-c2cc(OC)c3ccccc3n2)cc1 returned Cdc42 wt 98, ABCB1 inh 0.0, Rac1 wt GTP bind 99, Rac1 act GTP bind 101, Avidin fluor 6, Mcl1 Noxa PPI 4, Pf gamet viab -1, Rab2 wt GTP 99, HRas wt GTP 101, Rab7 wt GTP bind 101 and ABCG2 block 1.

Compounds as they come (roughly 2.3% active in at least one column).
